EP2 antag = inhibitors of human EP2 prostaglandin E2 receptor; P43116; C6 glioma cells expressing human EP2, cAMP TR-FRET; cells stimulated with saturating PGE2; inhibition, % at 25 µM; actives 0.52% (n = 260,000); AID 1422;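 active = percent inhibition above 40 after rounding to a whole number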;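 note: rat C6 glioma host cells with rolipram phosphodiesterase inhibitor present; the protocol text gives 20 µM as final concentration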
Target sequence (P43116 whole entry, looked up): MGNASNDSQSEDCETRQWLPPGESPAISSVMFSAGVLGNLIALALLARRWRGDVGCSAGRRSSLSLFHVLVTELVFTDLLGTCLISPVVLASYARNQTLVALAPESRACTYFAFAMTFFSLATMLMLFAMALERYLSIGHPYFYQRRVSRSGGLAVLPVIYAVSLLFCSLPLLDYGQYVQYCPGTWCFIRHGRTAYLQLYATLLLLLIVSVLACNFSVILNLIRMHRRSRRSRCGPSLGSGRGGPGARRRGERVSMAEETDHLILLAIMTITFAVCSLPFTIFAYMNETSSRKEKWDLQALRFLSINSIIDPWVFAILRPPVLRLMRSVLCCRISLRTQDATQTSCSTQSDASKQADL
An asterisk follows results filed as active. Only part of the results is shown; count on the stated rates, not on these rows.

Sample of the layout, three compounds:
SMILES	EP2 antag
Oc1c(C(O)(c2ccccc2)c2ccc3ccccc3c2O)ccc2ccccc12	11
CCCC(=O)N1CCCC(c2nc3c(nnn3Cc3cc(C)ccc3C)c(=O)[nH]2)C1 (stereo unspecified)	15
COc1ccc(-n2nnnc2SCC(=O)Nc2ccc(C)cc2C)c(OC)c1	19

This part in full, previewed entries included:
SMILES	EP2 antag
Oc1c(C(O)(c2ccccc2)c2ccc3ccccc3c2O)ccc2ccccc12	11
CCCC(=O)N1CCCC(c2nc3c(nnn3Cc3cc(C)ccc3C)c(=O)[nH]2)C1 (stereo unspecified)	15
COc1ccc(-n2nnnc2SCC(=O)Nc2ccc(C)cc2C)c(OC)c1	19
Cc1ccc2cc(CN(Cc3cccs3)C(=O)NC3CCCCC3)c(=O)[nH]c2c1C	9
CCn1nc(CC(=O)Nc2nnc(C)s2)c2ccccc2c1=O	8
O=C(Nc1cccc(O)c1)C1CC(c2c(F)cccc2Cl)=NO1 (stereo unspecified)	12
CCc1nnc(NC(=O)CSc2nnc3c(C)cc4cc(C)cc(C)c4n23)s1	13
Cc1cc(C(F)F)n2nc(C(=O)Nc3ccccc3Cl)nc2n1	6
Cc1cccc(Cn2c(SCC(O)CO)nc3c2c(=O)[nH]c(=O)n3C)c1 (stereo unspecified)	11
COc1ccc(OC)c(-n2nnnc2SCC(=O)N2CCc3ccccc32)c1	11
CSC(=[SH+])[N-]N=C(c1ccccn1)c1ccccn1.[Cu][Br]	108*
CCn1c(SCC(=O)Nc2ccc(C)c(Cl)c2)nnc1-c1ccncc1	7
COc1ccc(-c2nn(C)c(=O)c3ccccc23)cc1NS(=O)(=O)c1ccc(Cl)cc1	12
COc1ccc(NC(=O)CSc2nc(-c3ccco3)cc(C(F)(F)F)n2)c(OC)c1	2
Cc1cccc(N(CC(=O)N2CCc3ccccc3C2)S(C)(=O)=O)c1C	13
COc1ccc(OC2C(=O)N(Cc3ccc(F)cc3)C2c2ccc3c(c2)OCO3)cc1 (stereo unspecified)	16
O=C1C=C(O)c2c(O)cc(O)c(O)c2C1=O	10
Cc1ccc(-c2nnc(SCC(=O)Nc3ccccc3Br)o2)cc1	11
COc1ccccc1C1=NOC(C)(c2sc(-c3ccccc3)nc2C)C1 (stereo unspecified)	5
CCCCC(CC)CN1CN(CC(CC)CCCC)CC(C)(N)C1 (stereo unspecified)	10
COC(C/C=C\C(=O)COCc1ccccc1)OC	8
COc1ccc(C(=O)N(Cc2cc3cc(C)ccc3n3nnnc23)C2CCCC2)cc1	8
CN(C)CCCN(Cc1cc2cc3c(cc2[nH]c1=O)OCO3)C(=O)Nc1cccc(Cl)c1	15
CCN(CC)S(=O)(=O)c1csc(C(=O)Nc2cccc(O)c2)c1	6
COc1ccccc1C1(NCc2cncn2Cc2ccccc2)CCCC1	1
CCOc1ccc(NC(=O)N2CCCC2C(=O)NCc2ccco2)cc1 (stereo unspecified)	11
CN(C)c1cc[n+](CC(=O)Nc2ccc(Cl)cc2)cc1	14
CCOc1ccc(C(=O)N(C)Cc2cc3ccc(C)cc3[nH]c2=O)cc1	11
CCC(c1nnnn1C1CCCCC1)N(CCCO)Cc1cc2cc(C)ccc2[nH]c1=O (stereo unspecified)	10
CC1(c2nnc(Cc3ccccc3)o2)CC(c2ccccc2)=NO1 (stereo unspecified)	17
Cc1ccc(-c2cnc3ccccc3n2)cc1NC(=O)CN1CC(C)OC(C)C1 (stereo unspecified)	8
Cc1nn(C(C)C)c(C)c1CN(C)Cc1cccc2ncccc12	9
CCN1CCN(C(=O)C(C)Sc2nc(-c3ccccc3)cc(C(F)(F)F)n2)CC1 (stereo unspecified)	14
O=C(NC(CO)C(=O)O)c1ccncc1 (stereo unspecified)	11
CCCn1c(SCC(=O)Nc2ccc(C)c(Cl)c2)nnc1-c1ccncc1	5
CCOC(=O)Cc1csc(NC(=O)CSc2nc(C(C)C)nc3sc4c(c23)CCCC4)n1	14
Cc1nc(C(N)=O)c2[nH]c(=O)n(-c3cccc(Cl)c3)c2n1	9
COc1ccc(-n2c(C)nnc2SC(C)C(=O)Nc2cccc3ccccc23)cc1 (stereo unspecified)	9
CC1CCCC(C)N1C(=O)CSc1nc2ccccc2n1CC(=O)N1CCOCC1 (stereo unspecified)	1
Cc1ccc(N(CC(=O)NC2CCCCC2)C(=O)c2ccc3c(c2)OCCO3)cc1	9

Pulled by compound from above (4):
SMILES	EP2 antag
CCOc1ccc(NC(=O)N2CCCC2C(=O)NCc2ccco2)cc1 (stereo unspecified)	11
COc1ccccc1C1(NCc2cncn2Cc2ccccc2)CCCC1	1
CCOC(=O)Cc1csc(NC(=O)CSc2nc(C(C)C)nc3sc4c(c23)CCCC4)n1	14
CCN1CCN(C(=O)C(C)Sc2nc(-c3ccccc3)cc(C(F)(F)F)n2)CC1 (stereo unspecified)	14

Looked up above.
EP2 antag result of `COc1ccc(C(=O)N(Cc2cc3cc(C)ccc3n3nnnc23)C2CCCC2)cc1` = 8
EP2 antag result of `Cc1ccc(-c2cnc3ccccc3n2)cc1NC(=O)CN1CC(C)OC(C)C1` (stereo unspecified) = 8
EP2 antag result of `Cc1nc(C(N)=O)c2[nH]c(=O)n(-c3cccc(Cl)c3)c2n1` = 9
EP2 antag result of `Cc1ccc(N(CC(=O)NC2CCCCC2)C(=O)c2ccc3c(c2)OCCO3)cc1` = 9
EP2 antag result of `CCN(CC)S(=O)(=O)c1csc(C(=O)Nc2cccc(O)c2)c1` = 6
EP2 antag result of `COc1ccccc1C1(NCc2cncn2Cc2ccccc2)CCCC1` = 1
EP2 antag result of `CC1CCCC(C)N1C(=O)CSc1nc2ccccc2n1CC(=O)N1CCOCC1` (stereo unspecified) = 1

Next records follow.
SMILES	EP2 antag
O=C(Cc1ccc(F)cc1)N1CCC[C@@H]1Cn1nc(-c2cccs2)ccc1=O	3
CCOCc1nnc(NC(=O)Cc2c(C)[nH]c3c(C)c(C)ccc23)s1	5
Cn1ccnc1C(NC(=O)Cc1cccc(O)c1)c1ccc(F)c(F)c1 (stereo unspecified)	6
O=C(c1nccc2ccccc12)N1C2CCC1CC(c1ccc(F)cc1)C2 (stereo unspecified)	8
CCc1cc2cc(C)c(C)cc2nc1SCC(=O)N1CCN(C(=O)c2ccco2)CC1	14
O=C(NCCCN1CCOCC1)C(=O)NCC1COc2ccccc2O1 (stereo unspecified)	7
CC(C)n1c2ccccc2n2c(=O)c(=O)n(CC(=O)N3CCc4ccccc43)nc12	8
Cn1c(=O)c2[nH]c(CCCCc3nc4ccccc4[nH]3)nc2n(C)c1=O	41*
O=S(=O)(NCc1ccccc1F)c1ccc(S(=O)(=O)N2CCOCC2)cc1	12
Cn1c(SCC(=O)c2ccccc2F)nnc1-c1ccco1	4
CC(=O)C[n+]1cccc(C)c1	13
CC1CCc2c(sc3ncn(C4CCN(C(=O)C5CCCO5)CC4)c(=O)c23)C1 (stereo unspecified)	6
CC(=O)c1cccc(NC(=O)N2CCCC2C(=O)NC(C)C)c1 (stereo unspecified)	6
CN(C)CCN(Cc1cccs1)Cc1cn[nH]c1-c1ccc(Cl)cc1	4
Cc1nc2c(C)cccc2cc1C(=O)NCCS(=O)(=O)NC1CCCCC1	7
COc1cccc(-n2c(SCC(=O)NCCc3ccccc3)nnc2-c2cccnc2)c1	14
C=CCOc1ccc(C2NC(=O)NC(C)=C2C(=O)OC(C)C)cc1OC (stereo unspecified)	14
CCN(CC)C(=O)c1ccc(Cl)c(S(=O)(=O)N2CCOCC2)c1	12
Cn1cc(/C=C\c2nc(O)c([N+](=O)[O-])c(=O)[nH]2)c2ccccc21	16
Cc1nnc(SCC(=O)O)n1N	11
C[C@H]1[C@H](C)CC[C@]2(C(=O)O)CC[C@]3(C)C(=CCC4[C@@]5(C)C[C@@H](O)[C@H](O)[C@@](C)(CO)C5[C@H](O)C[C@]43C)[C@H]12 (stereo partly specified)	14
O=C(CSc1nnc(COc2cccc3cccnc23)n1CC1CCCO1)Nc1ccccc1F (stereo unspecified)	1
COC(=O)c1ccc(C(NC(=O)OCc2ccccc2)/C(F)=C/[C@@H](C)C(=O)O)cc1 (stereo partly specified)	4
Nc1cc(=O)[nH]c2nnc(SCC(=O)O)n12	8
COc1ccc(C2(NCc3ccc(N4CCCC4=O)cc3)CC2)cc1	7
CC(=O)NC1=C(OS(=O)(=O)c2ccc(C)cc2)CN(C)C1=O	4
COCCCNC(=O)c1cn(Cc2c(F)cccc2F)nn1	5
Cc1ccnc(-n2cccc2CN2CCC3(CC2)NC(=O)c2ccccc2O3)c1	4
C[N+](C)(C)CCC(=O)c1cccc2ccccc12	106*
Cc1n(CCO)c2cc(Cl)c(Cl)cc2[n+]1CCO	5
Cc1ccc(C2C(C(=O)c3ccco3)=C(O)C(=O)N2Cc2ccccc2)o1 (stereo unspecified)	18
O=C1O[C@@H]([C@H](O)[C@H](O)[C@H](O)CO)[C@@H](O)[C@@H]1O	6
C=C(C)[C@@H]1CC[C@]2(CO)CC[C@]3(C)[C@H](CCC4[C@@]5(C)CC[C@H](O)C(C)(C)C5CC[C@]43C)C12 (stereo partly specified)	14
Cc1cccc(-n2c(SCC(=O)OC(C)C)nnc2-c2cccnc2)c1C	8
Cc1cc(C)c2cc(CN(CC3CCCO3)C(c3nnnn3C(C)(C)C)C(C)C)c(=O)[nH]c2c1 (stereo unspecified)	10
CC1CCN(C(=O)c2cc3n(n2)C(C(F)(F)F)CC(c2ccco2)N3)C(C)C1 (stereo unspecified)	8
CC(C)(S)[C@H](N)C(=O)O	11
CC(C)(C)c1cn2ccc3ccccc3c2n1	7
Cc1cc(Br)ccc1NC(=O)CSc1nnc(CN2CCOCC2)n1C	12
Cn1c(COc2ccc(Cl)cc2)nnc1SCC(=O)NC(C)(C)C	8

3 consecutive records already listed:
SMILES	EP2 antag
Cc1ccnc(-n2cccc2CN2CCC3(CC2)NC(=O)c2ccccc2O3)c1	4
C[N+](C)(C)CCC(=O)c1cccc2ccccc12	106*
Cc1n(CCO)c2cc(Cl)c(Cl)cc2[n+]1CCO	5

(next part)
SMILES	EP2 antag
CN1C2=C(C(=O)CCC2)C(c2cc(Cl)ccc2O)C2=C1CCCC2=O	7
CC(c1ccccc1F)n1cc(C(=O)NCC2CCCO2)nn1 (stereo unspecified)	7
COc1ccccc1Nc1nc(-c2cccc(NC(C)=O)c2)cs1	13
CCCn1c(CN2CCC(NC(C)=O)(c3ccccc3F)CC2)nc2ccccc21	5
COc1cc2cc(C)c3nnc(SCC(=O)NNC(C)=O)n3c2cc1OC	6
CCC/C=C1/CCCOC(C(=O)NCc2ccccn2)(C(F)(F)F)C1 (stereo unspecified)	12
COc1ccc(NC(=O)CSc2nc3c(c(C(F)(F)F)n2)CCc2ccccc2-3)cc1OC	7
CCC(=O)O[C@]1(C(=O)CCl)[C@@H](C)CC2C3CCC4=CC(=O)C=C[C@]4(C)[C@@]3(F)[C@@H](O)C[C@@]21C (stereo partly specified)	12
COc1cc(C2Oc3cc(C4CC(=O)c5c(O)cc(O)cc5O4)ccc3OC2CO)ccc1O (stereo unspecified)	13
COc1cc(NS(=O)(=O)c2ccc(NC(=S)NC(=O)c3ccc(F)cc3)cc2)nc(OC)n1	59*
OC(COc1ccccc1Br)CN1CCNCC1 (stereo unspecified)	13
Cc1sc(NC(=O)C2(C)CCCO2)nc1-c1cc2ccccc2oc1=O (stereo unspecified)	24
CCOc1cccc(/C(O)=C2/C(=O)C(=O)N(CCN3CCOCC3)C2c2cccs2)c1 (stereo unspecified)	10
CC1CCCN(c2nc3c(c(=O)[nH]2)CCN(Cc2ccc(O)cc2)C3)C1 (stereo unspecified)	6
CC(C)(C)NC(=O)CN(Cc1ccco1)C(=O)CNS(=O)(=O)c1ccccc1	10
Cn1c(-c2ccc(N)cc2)n[nH]c1=S	5
O=C(NCCc1c[nH]c2ccccc12)C(=O)NC1CC1	10
CC1CC(C)CN(C(=O)C(C)N2CCC(N3CCCCC3)CC2)C1 (stereo unspecified)	10
CN1CCN(CC(=O)N2c3ccc(S(=O)(=O)NCCNC(=O)OC(C)(C)C)cc3C(=O)Nc3cccnc32)CC1	19
CC(C)(C)CN1C(N)=NC[C@@H]1c1ccccc1	6
COc1ccc(S(=O)(=O)N2CCC(C(=O)NCc3ccco3)CC2)cc1C	6
O=C(O)COc1ccc(C2C3=C(CCCC3=O)NC3=C2C(=O)CCC3)cc1Cl	10
CC1(CC(=O)NNC(=S)Nc2ccccc2)OCCO1	13
O=C(CSc1nnnn1C1CCCCC1)Nc1nc2ccccc2s1	10
Cc1cc(C)c2[nH]c(=O)c(CN(Cc3cccnc3)Cc3nnnn3C3CCCCC3)cc2c1	8
COc1ccc(Cl)cc1NC(=O)CSc1nnc2c3c4c(sc3ncn12)CCCC4	14
O=C(Nc1ccc(Cl)cc1)c1snc2c(=O)[nH]cnc12	14
COc1ccc(C2C=C(c3ccc(F)cc3)Nc3nnnn32)cc1OC (stereo unspecified)	15
CCC(=O)NC(c1cccs1)c1c(O)ccc2ccccc12 (stereo unspecified)	11
C#Cc1ccc([C@@H]2C=C(C(=O)NC3CC3)O[C@H](OCc3ccc(CO)cc3)C2)cc1	13
Cc1nn(C)cc1S(=O)(=O)N1CCc2cc(Cl)ccc21	6
COc1ccc(NC(=O)CSc2nc3c(c(=O)n(C)c(=O)n3C)n2Cc2ccccc2)cc1	6
CCc1cc2ccc(OC)cc2nc1SCC(=O)N1CCOCC1	12
CN1CCC(N(C)S(=O)(=O)c2ccc(Cl)cc2)CC1	4
COc1cc(NC(=O)CSc2nncn2N)cc(OC)c1	18
CCOc1ccc2[nH]c(=O)c(CN(C3CCCCC3)S(=O)(=O)c3ccccc3F)cc2c1	15
Cc1cc(C)c2[nH]c(=O)c(C(c3nnnn3C(C)(C)C)N3CCN(c4ccccc4F)CC3)cc2c1 (stereo unspecified)	9
COc1ccc2cc(CN(Cc3cccs3)S(=O)(=O)c3ccccc3F)c(=O)[nH]c2c1	15
CCC1CCCCN1C(=O)c1ccc(F)c(F)c1 (stereo unspecified)	21
COc1ccc(C(=O)Nc2nnc(C(C)(C)C)s2)c(OC)c1	11
CCn1nnnc1SCC(=O)Nc1nc(-c2ccc(Cl)cc2)cs1	13
COc1ccccc1CN1C(=O)[C@@H]2Cc3c([nH]c4ccccc34)C(C)(C)N2C1=O	3
CC(=O)Nc1ccc(NC2OC(=O)c3ccccc32)cc1 (stereo unspecified)	16
Cc1ccc(CN(CC2CCOC2)C2CC(C)(C)NC(C)(C)C2)o1 (stereo unspecified)	2
CCOc1cccc(C(=O)Nc2nnn(C)n2)c1	13
O=C(O)c1cc(=O)[nH]c(=S)[nH]1	13
